# FBW7 act: activators of human E3 ligase FBW7. 650,000 tested, 0.13% active. normalized activity (activation), % at 26.1 µM. AID 1259310. AlphaScreen FBW7–phospho-cyclin E peptide binding, activator screen. Q969H0; in the data active = normalized activity above about 1.9%;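 note: purified mutant Fbw7 with reduced substrate affinity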
# MITF primary: inhibitors of human MITF. O75030. AlphaScreen MITF homodimerization, bead proximity signal. inhibition, % at 2.6 µM. 650,000 tested, 0.91% active. AID 1259374; in the data active = inhibition above about 50%;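 note: 0% = vehicle wells with protein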
# Target sequence (O75030 whole entry, looked up): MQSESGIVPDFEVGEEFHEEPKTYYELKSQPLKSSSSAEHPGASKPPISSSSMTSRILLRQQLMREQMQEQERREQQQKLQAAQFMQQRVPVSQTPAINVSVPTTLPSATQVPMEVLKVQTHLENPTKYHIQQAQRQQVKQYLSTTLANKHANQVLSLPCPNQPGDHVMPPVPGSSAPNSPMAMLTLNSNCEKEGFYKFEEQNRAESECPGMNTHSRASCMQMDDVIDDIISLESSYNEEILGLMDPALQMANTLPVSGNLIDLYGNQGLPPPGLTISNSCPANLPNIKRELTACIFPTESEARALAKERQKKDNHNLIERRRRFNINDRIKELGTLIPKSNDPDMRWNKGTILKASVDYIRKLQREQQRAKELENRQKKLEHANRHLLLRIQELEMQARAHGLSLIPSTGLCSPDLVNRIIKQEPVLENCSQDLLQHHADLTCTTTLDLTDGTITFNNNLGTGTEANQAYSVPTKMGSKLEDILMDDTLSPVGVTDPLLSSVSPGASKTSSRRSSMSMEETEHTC
# GPR151 ag: activators of human GPR151. AID 1508602. 650,000 tested, 1% active. Q8TDV0. activation, % at 11.2 µM. PathHunter beta-arrestin GPR151 cells, luminescence; in the data active = activation above about 4.9%;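 note: 0% = median of compound wells and 100% = cells with positive control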
# Target sequence (Q8TDV0 whole entry, looked up): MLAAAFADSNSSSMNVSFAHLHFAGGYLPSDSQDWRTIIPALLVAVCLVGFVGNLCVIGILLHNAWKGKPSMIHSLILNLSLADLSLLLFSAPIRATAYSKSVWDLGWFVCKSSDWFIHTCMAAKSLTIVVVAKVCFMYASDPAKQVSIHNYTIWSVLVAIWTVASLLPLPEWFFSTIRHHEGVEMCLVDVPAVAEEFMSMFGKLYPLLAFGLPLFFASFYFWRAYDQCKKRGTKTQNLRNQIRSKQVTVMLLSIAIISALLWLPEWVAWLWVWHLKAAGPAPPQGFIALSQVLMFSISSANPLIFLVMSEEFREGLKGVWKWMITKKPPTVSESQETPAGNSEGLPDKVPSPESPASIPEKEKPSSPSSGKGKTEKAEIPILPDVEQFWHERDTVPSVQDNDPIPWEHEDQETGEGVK
# TEAD-YAP inh: TEAD-YAP interaction inhibition. inhibition, % at 9.12 µM. HEK-TIYL cells, TEAD-Gal4/YAP UAS-luciferase luminescence. 640,000 tested, 1.4% active; in the data active = inhibition above about 32%;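 note: 0% = median of test compound wells and 100% = reference inhibitor wells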
# Numbers without * were called inactive; · = not tested or not shown.
mol	FBW7 act	MITF primary	GPR151 ag	TEAD-YAP inh
CCN1CCC(NCc2ccc(F)cc2)CC1	0.7	15	-0.5	-5
CCOc1cccc(C(=O)NC(=S)Nc2ccccc2N2CCOCC2)c1	0.2	14	-1.2	6
O=C1NCC(=O)N2CCc3ccccc3C12 (stereo not drawn)	-0.2	-38	0.4	5
c1ccc(CN2CCC(Nc3nc(NCCN4CCOCC4)nc4c3ncn4-c3ccccc3)CC2)cc1	-0.2	-4	-2.8	-2
COC(=O)c1cccc(NCN2C(=O)c3ccccc3C2=O)c1	0.0	-12	0.5	4
COc1ccccc1N1C(=O)c2ccc(C(=O)Nc3ccc(-c4nnc(-c5ccccc5)o4)cc3)cc2C1=O	-0.2	0	-0.8	-12
CC(=O)c1ccc(Sc2nnc(C)s2)c([N+](=O)[O-])c1	0.4	20	-1.5	-3
CCN1CCCC1CN(Cc1cc2cc3c(cc2[nH]c1=O)OCO3)C(=O)Nc1ccccc1 (stereo not drawn)	-0.3	2	1.5	23
O=C(Nc1nccs1)c1cn(-c2ccccc2)nc1-c1ccc(F)cc1	-0.3	-12	-1.3	18
CCc1ccc(CNC(=O)C2CC(=O)N(CCc3ccccc3)C2)cc1 (stereo not drawn)	-0.2	4	1.4	-1
Cc1cc(O)c2c(=O)c(-c3csc(C)n3)c(C(F)(F)F)oc2c1	0.1	-12	2.0	-53
COc1ccccc1NC(=O)C/C(N)=N/O	-0.2	-10	2.4	-3
c1ccc(CSc2nnc(-c3ccncc3)n2-c2ccccc2)cc1	0.0	11	-1.0	-2
Cc1ccc2sc(N3CCN(C(=O)C4CC4)CC3)nc2c1C	0.0	-10	1.3	-14
CS(=O)(=O)N1CCc2cc(N)ccc21	-0.2	-5	2.3	5

# The last five compounds of the part above lead into the next.
mol	FBW7 act	MITF primary	GPR151 ag	TEAD-YAP inh
Cc1cc(O)c2c(=O)c(-c3csc(C)n3)c(C(F)(F)F)oc2c1	0.1	-12	2.0	-53
COc1ccccc1NC(=O)C/C(N)=N/O	-0.2	-10	2.4	-3
c1ccc(CSc2nnc(-c3ccncc3)n2-c2ccccc2)cc1	0.0	11	-1.0	-2
Cc1ccc2sc(N3CCN(C(=O)C4CC4)CC3)nc2c1C	0.0	-10	1.3	-14
CS(=O)(=O)N1CCc2cc(N)ccc21	-0.2	-5	2.3	5
O=C(c1nc2sccn2c1CN1CCC(c2ccncc2)CC1)N1CCCCCCC1	-0.1	-9	-0.6	-16
COc1ccc(OC)c(/C=C2/N=C(c3ccc(OC)c(Br)c3)OC2=O)c1	0.4	4	-1.0	-2
C=CCOc1ccc(C2C(C#N)=C(N)Oc3n[nH]c(C)c32)cc1OCC (stereo not drawn)	0.0	4	-0.2	14
COc1ccc(C(=O)OCC(=O)NC2CC2)c(OC)c1	0.0	14	3.1	-7
CCCCc1nc2sc3c(N4CCCC4)ncnc3c2c2c1COC(C)(C)C2	-0.2	-8	-0.5	-2
CSc1nnc(C)c(=O)n1COC(=O)c1cc2ccccc2oc1=O	0.1	6	0.1	-1
COc1ccc(CNC(=O)c2ccc3c(c2)NC(=O)C2CCCN32)cc1 (stereo not drawn)	0.0	11	-0.1	1
C=CCN1CCN(C(CC)c2nnnn2C2CCCC2)CC1 (stereo not drawn)	0.3	11	-0.6	9
COC(=O)Nc1ccc(S(=O)(=O)N(CCO)CCO)cc1	0.1	16	-0.2	-3
CC(=O)c1c(C)[nH]c(C(=O)N2CC(=O)N(CCc3ccccc3)C(=O)C2)c1C	0.0	-7	-0.2	6
O=C(O)c1cc(-c2ccccc2)nc2c(Br)cc(Br)cc12	0.1	8	-1.1	-3
COc1ccc(OC)c(NC(=O)CN(C)S(=O)(=O)c2ccc(Br)cc2)c1	0.0	-9	0.5	-13
CCOc1ccc(N2C(=O)CC(S/C(N)=N/N=C/c3ccccc3[N+](=O)[O-])C2=O)cc1 (stereo not drawn)	0.1	10	0.9	4
Cc1ccc(NC(=O)CSc2nc(C(C)C)nc3c2c(=O)n(C)c(=O)n3C)c(C)c1	0.1	-9	0.1	14
CC(C)(Oc1ccc(Cl)cc1)C(=O)NCc1ccccn1	0.0	5	0.1	12

# More results follow:
mol	FBW7 act	MITF primary	GPR151 ag	TEAD-YAP inh
Cc1ccc(CN2CCNC(=O)C2CC(=O)N2CCN(c3ccc(Cl)cn3)CC2)o1 (stereo not drawn)	-0.1	-7	2.2	-4
CCCCOC(=O)c1cccc(N2C(=O)c3ccc(C(=O)c4ccc5c(c4)C(=O)N(c4cccc(C(=O)OCCCC)c4)C5=O)cc3C2=O)c1	0.1	11	0.1	-12
CCCOC(=O)c1ccc(NC(=O)c2cccc(C)c2)cc1	-0.1	-5	-1.4	-10
COC(=O)C1=C(C(=O)c2ccccc2)C(=O)C(=O)N1c1cccc2ccccc12	-0.1	6	-1.4	-56
CCC(C)NC(=O)CCSc1ccc(Cl)cc1 (stereo not drawn)	-0.1	14	-1.0	-9
COc1ccc(C2(CC(=O)N3CCCCC3c3ccccn3)CC(=O)N(C3CC3)C2=O)cc1 (stereo not drawn)	0.1	7	0.9	-13
CCOc1ccc(NC(=O)CSc2nc3c(c(=O)n2CCOC)SC(C)C3)cc1 (stereo not drawn)	-0.2	8	1.1	-11
COc1ccc(C2(C(=O)N3CCC(C(=O)c4cccnc4)CC3)CC2)cc1	0.2	15	-0.7	6
C=CCc1cccc(/C=N\NC(=O)c2ccccn2)c1O	-0.8	16	-1.7	-27
COc1cc(/C=c2\sc3n(c2=O)C(c2c(OC)ccc4ccccc24)C(C(C)=O)=C(C)N=3)ccc1OCc1ccc(F)cc1 (stereo not drawn)	1.0	18	1.4	-5
COc1cc2sc(=NC(=O)c3ccc([N+](=O)[O-])o3)n(C)c2cc1OC	0.1	24	-1.2	1
O=C(NCc1ccncc1)/C(=C/c1cccnc1)NC(=O)c1ccccc1	0.1	-7	1.0	7
O=C(NC(=S)N1CCCCC1c1cccnc1)c1ccc2c(c1)OCO2 (stereo not drawn)	-0.1	4	-0.6	-5
Cc1ccc(-c2nnc(N3CCCCC3)c3ccccc23)cc1S(=O)(=O)N1CCN(C)CC1	-0.1	-7	2.4	4
Cc1nc(-c2cccc(C(F)(F)F)c2)cc(N2CCC3(CC2)OCCO3)n1	-0.2	-4	-0.9	-2

# (continued)
mol	FBW7 act	MITF primary	GPR151 ag	TEAD-YAP inh
COC(=O)c1ccc(C(=O)OC)c(N=Cc2c(O)[nH]c(=O)[nH]c2=O)c1	-0.2	1	0.1	-12
CCCCCCC1(C)NC(=O)N(CC(=O)Nc2ccc(Cl)cc2F)C1=O (stereo not drawn)	0.0	5	-0.1	3
O=C(NCc1nnc2n1CCN(Cc1cccc3ccccc13)CC2)c1ccccc1	0.3	13	-0.7	15
O=C(Cn1c(NCCCO)nc2ccccc21)c1ccc(Br)cc1	0.1	18	0.2	-4
Cc1ccc(C(=O)N2CCN(c3ccc([N+](=O)[O-])c(NCc4ccco4)c3)CC2)cc1	-0.5	5	0.2	2
O=C1OC(c2ccccc2F)=N/C1=C\c1cccc([N+](=O)[O-])c1	-0.1	-1	0.9	8
CC1(OC(=O)c2ccc(Cl)nc2)C(=O)C=C2C=C(c3ccsc3)OC=C2C1=O (stereo not drawn)	0.0	21	0.5	·
CC(C(=O)Nc1ccccc1)N1C(=O)c2ccccc2C1=O (stereo not drawn)	0.1	-11	1.3	1
O=C(CN(Cc1ccccc1)S(=O)(=O)c1ccc(Cl)cc1)N1CCOCC1	-0.2	0	0.5	-3
CNC(=O)/C(=C\c1ccccc1)NC(=O)c1ccccc1	-0.2	8	-0.3	-10
CC1CCN(S(=O)(=O)c2ccc(NC(=O)/C=C/c3ccco3)cc2)CC1	-0.1	6	-0.5	4
COc1cccc(CN2CCOc3ccc(C(O)c4cccnc4)cc3C2)c1 (stereo not drawn)	0.3	11	-0.7	0
O=C(CN1CCN(c2ccc(F)cc2)CC1)Nc1cccc(C(=O)O)c1	0.0	2	2.0	-6
O=C(CN(CCc1ccccc1)S(=O)(=O)c1ccccc1)Nc1cccc(Br)c1	0.0	5	0.0	-1
Cc1ccc(-c2noc(CN(C(C)C)S(=O)(=O)c3ccc(Cl)cc3)n2)cc1	0.0	10	0.4	16

# Remaining list, next part
mol	FBW7 act	MITF primary	GPR151 ag	TEAD-YAP inh
COc1cc(C=O)cc(Br)c1OCC(=O)NCc1ccccc1	0.1	10	-1.0	6
Cc1nc(N2CCN(c3ccc(Cl)c(Cl)c3)CC2)c2c3c(sc2n1)CCC3	-0.2	-2	0.7	8
C/C=C(\C)CN1CCc2c(C(=O)OC)c(OCCCc3cnn(C)c3)cc(=O)n2CC1	0.0	-8	0.6	-23
COc1ccc(N2C(=O)CC(S/C(N)=N/N=C(\C)c3ccc(OC)c(F)c3)C2=O)cc1 (stereo not drawn)	-0.1	-19	-0.9	2
CC1CCc2cc(F)ccc2N1C(=O)CN1CCC2(CC1)NC(=O)c1ccccc1O2 (stereo not drawn)	-0.1	-2	2.0	6
CCOC(=O)c1ccc(NC(=O)CSc2ccc3nnc(-c4cccnc4)n3n2)cc1	0.5	4	-0.1	5
COc1ccc(C2C(=O)N(C3CCCCCC3)CC(=O)N2C2CCCC2)cc1 (stereo not drawn)	-0.3	18	-1.2	-9
CCc1cc2c(NCCO)ncnc2s1	0.3	20	-1.2	4
CCCCSC1=C(C#N)C(c2ccccc2Cl)CC(=O)N1 (stereo not drawn)	0.0	8	-0.1	-3
COc1cccc(C(=O)NC(C)C(c2cccs2)N2CCN(C)CC2)c1 (stereo not drawn)	-0.1	2	0.1	-11
CC(=O)Nc1ccc(C(=O)N/N=C(\C)CC(=O)Nc2ccc3c(c2)OCCO3)cc1	0.2	-9	0.6	-15
O=C(CCN1C(=O)c2cccc3cccc(c23)C1=O)N1CCCCC1	0.0	0	0.2	-44
COc1cc2nc(-c3ccc(N(C)C)cc3)nc(Nc3ccc(OCCN4CCCCC4)cc3)c2cc1OC	0.1	6	-0.4	0
O=c1oc2ccccc2cc1-c1csc(-c2cccc([N+](=O)[O-])c2)n1	0.1	12	0.2	1
NS(=O)(=O)c1ccc(CCN2C(=O)CCC2CCNCCOc2ccc(F)cc2)cc1 (stereo not drawn)	0.0	-3	-0.7	0

# The results go on.
mol	FBW7 act	MITF primary	GPR151 ag	TEAD-YAP inh
CN(c1ccccc1)S(C)(=O)=O	-0.1	-5	2.7	-1
CCN(CC)c1ccc(NC(=O)C2CCCN(S(=O)(=O)c3cnc[nH]3)C2)c(C)c1 (stereo not drawn)	-0.1	37	0.3	5
N#CC1=C(SCC(=O)Nc2ccc(Br)cc2)NC(=O)C(C#N)C12CCC(c1ccccc1)CC2 (stereo not drawn)	0.0	8	-0.8	-7
Cc1ccc(C)c(Nc2nc(NCc3ccco3)nc(N3CCOCC3)n2)c1	0.2	11	2.6	-30
COc1c2occc2c(OC)c2c(=O)cc(C(=O)O)oc12	0.0	-1	-0.2	2
CCC(=O)N1CCC(C2(Cc3ccc(F)cc3)NC(=O)N(CC3CC3)C2=O)CC1 (stereo not drawn)	-0.1	-10	-0.6	-4
Cc1ccc2c(c1)N(C(=O)Nc1ccc(F)cc1)CCO2	-0.2	-7	-1.6	-12
Cc1nc(NCCCO)cc(-c2ccc(F)cc2)n1	0.5	14	-1.2	-71
CC12CN3CC(C)(CN(C1)C3c1ccccc1O)C2O (stereo not drawn)	0.5	20	2.5	-12
CN1C(=O)c2ccc(C(=O)NCc3ccc(C(=O)O)cc3)cc2C1=O	0.1	1	1.9	-3
CCOc1ccc(-n2c(=S)sc3c(=O)n(-c4ccccc4)c(SCC(=O)Nc4cccc(C(F)(F)F)c4)nc32)cc1	0.0	-12	-0.9	1
O=C(O)Cn1cnc2c(oc3ccccc32)c1=O	0.1	-2	-1.1	1
COc1ccc(C(=O)NC2CCN(CC(=O)Nc3ccccc3C(F)(F)F)CC2)cc1	0.0	14	0.7	-8
COc1ccc(N=C2NC(=O)/C(=C\c3ccccc3O)S2)cc1	0.0	6	0.9	-8
OCc1nc2ccccc2n1CCCOc1ccc(Br)cc1	0.0	1	-0.5	-21

# Remaining list, next part.
mol	FBW7 act	MITF primary	GPR151 ag	TEAD-YAP inh
COC(=O)Cc1c(O)ccn(CCc2c[nH]c3ccc(OC)cc23)c1=O	-0.1	-9	-0.9	-3
CC(=O)Oc1ccc(C(=O)Nc2cc(C)ccc2NC(=O)COc2ccccc2)cc1	0.0	-23	-1.2	-8
O=C(CCc1nc2cccnc2n1Cc1cccs1)Nc1ccc2c(c1)OCO2	0.8	17	0.5	-8
CN(CCC#N)C(=O)CSc1ncnc2sc(-c3ccccc3)cc12	0.1	9	-0.5	-33
Cc1c(C#N)c(NC(=O)CCl)n(CCC(C)C)c1C	-0.1	-12	-1.4	11
CC(C)Cn1c(CN2CCN(c3ccccc3)CC2)nc2c1c(=O)n(C)c(=O)n2C	0.0	8	4.2	7

# Looked up by compound from above:
mol	FBW7 act	MITF primary	GPR151 ag	TEAD-YAP inh
O=C(CCc1nc2cccnc2n1Cc1cccs1)Nc1ccc2c(c1)OCO2	0.8	17	0.5	-8
CC(=O)Oc1ccc(C(=O)Nc2cc(C)ccc2NC(=O)COc2ccccc2)cc1	0.0	-23	-1.2	-8
CC(C)Cn1c(CN2CCN(c3ccccc3)CC2)nc2c1c(=O)n(C)c(=O)n2C	0.0	8	4.2	7
Cc1c(C#N)c(NC(=O)CCl)n(CCC(C)C)c1C	-0.1	-12	-1.4	11

# Assay outcomes (PubChem)
